KAT2A inh: blocks human GCN5L2 histone acetyltransferase; Potency, µM (top dose mostly 58.9 µM), for inactives: top-dose activity change, negative = inhibition, actives largely listed as inhibitors; GCN5L2 HAT assay, ThioGlo1 CoA-SH fluorescence; 390,000 compounds, 0.21% hits
Target sequence (Q92830 whole entry, looked up): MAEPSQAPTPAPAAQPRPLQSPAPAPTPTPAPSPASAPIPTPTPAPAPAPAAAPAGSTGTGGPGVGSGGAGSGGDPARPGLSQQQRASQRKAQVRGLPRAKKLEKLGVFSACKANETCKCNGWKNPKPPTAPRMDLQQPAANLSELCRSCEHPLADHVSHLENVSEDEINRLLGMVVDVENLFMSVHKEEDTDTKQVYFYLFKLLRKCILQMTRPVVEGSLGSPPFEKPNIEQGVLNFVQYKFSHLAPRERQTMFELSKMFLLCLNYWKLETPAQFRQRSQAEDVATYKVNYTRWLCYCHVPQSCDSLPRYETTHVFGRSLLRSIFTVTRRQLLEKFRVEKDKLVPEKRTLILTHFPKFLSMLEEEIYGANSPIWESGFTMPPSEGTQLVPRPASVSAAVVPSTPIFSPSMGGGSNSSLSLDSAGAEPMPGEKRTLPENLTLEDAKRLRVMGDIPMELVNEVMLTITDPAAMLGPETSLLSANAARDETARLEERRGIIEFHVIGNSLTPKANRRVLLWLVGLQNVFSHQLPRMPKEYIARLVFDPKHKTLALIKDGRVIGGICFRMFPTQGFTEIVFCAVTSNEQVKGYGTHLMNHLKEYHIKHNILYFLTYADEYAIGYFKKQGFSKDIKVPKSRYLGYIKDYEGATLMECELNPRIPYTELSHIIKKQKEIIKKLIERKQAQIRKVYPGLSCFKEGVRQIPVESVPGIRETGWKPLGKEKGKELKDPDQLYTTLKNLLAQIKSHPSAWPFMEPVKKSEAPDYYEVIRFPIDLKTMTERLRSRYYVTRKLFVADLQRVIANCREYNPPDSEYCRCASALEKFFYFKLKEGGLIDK
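GCN5L2 (20 nM) in 50mM HEPES pH 7.5, 0.1mM EDTA, 0.01% Tween-20 preincubated 15 min with compounds at room temperature. Reaction started with H3(1-25) 75uM, acetyl-CoA 70uM, ThioGlo1 50uM; CoA-thiol fluorescence (Ex340/Em540) read at 0 and 20 min.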
DT40 TDP1 no CPT: qHTS for Inhibitors of human tyrosyl-DNA phosphodiesterase 1 (TDP1): qHTS in cells in absence of CPT. DT40 Tdp1-/- hTDP1 cells, no CPT, ATP luminescence, 48 h. Potency, µM (doses to about 46.2 µM), without a hit: at the highest dose activity change, negative = growth inhibition, hits mostly inhibitors. 420,000 compounds, 15% hits. AID 686978, 2013; also: nearly all actives have a fitted effect of over 55% in size
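Chicken DT40 Tdp1-/- cells complemented with human TDP1, screened without camptothecin (DMSO vehicle only), 400 cells/well. Compounds pin-transferred, cells incubated at 37 °C for at least 48 hr. Growth read as ATP-dependent luminescence (CellTiter-Glo, 30 min at RT).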
DT40 TDP1 CPT: DT40-hTDP1 cell growth loss with CPT | 420,000 compounds, 12% hits | chicken DT40 Tdp1-/-;hTDP1 cells + 20 nM CPT, ATP luminescence, 48 h | AID 686979 | Potency, µM (titrated, usually from 46.2 µM), inactives show top-dose activity change, negative = growth inhibition, most hits filed as inhibitors; also: nearly all actives have a fitted effect of over 55% in size
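Chicken DT40 Tdp1-/- cells complemented with human TDP1, 400 cells/well, exposed to compounds plus 20 nM camptothecin for at least 48 h at 37 C; viability read as ATP content by CellTiter-Glo luminescence.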
* marks the source's active call; other numbers are inactive results. Calls follow the shape of the dose curve; as a rule, active = well fitted curve in the direction sought with a large enough effect; inconclusive = small, poorly fitted or top-dose-only effect, or another doubt; inactive = no such curve, though single readings can be large; an effect the other way counts as inactive or inconclusive. % is scaled to controls: 0 for no effect and ±100 for the full control effect; potency is read from the fitted curve at half-maximal effect.

`COc1cc(C(=O)Nc2ccc3c(c2)N(C(=O)CN2CCN(C)CC2)c2ccccc2CC3)cc(OC)c1OC` gave KAT2A inh -1%, DT40 TDP1 no CPT -18% and DT40 TDP1 CPT -19%.
Cc1ccc(Nc2cc(C(=O)NCCCN3CCOCC3)c3ccccc3n2)c(C)c1 was read as KAT2A inh 1%, DT40 TDP1 no CPT -6% and DT40 TDP1 CPT -14%.
COc1ccc(OC)c(-c2cc(C(=O)N3CCc4ccccc4C3)no2)c1 was read as KAT2A inh -11%, DT40 TDP1 no CPT inconclusive and DT40 TDP1 CPT -20%.
Screening CCOC(=O)c1c(C)[nH]c(NC(=O)NNC(=O)c2ccccc2Cl)c1C returned KAT2A inh -2%, DT40 TDP1 no CPT 8% and DT40 TDP1 CPT -1%.
COc1ccc(/C(=C/Nc2cccc(Br)c2)C(C)=O)cc1OC was read as KAT2A inh 1%, DT40 TDP1 no CPT inconclusive and DT40 TDP1 CPT -3%.
`Cc1[nH]nc2c1C(c1cn[nH]c1-c1ccc(F)cc1)C(C#N)=C(N)O2` (centres undefined) gave KAT2A inh -3%, DT40 TDP1 no CPT inconclusive and DT40 TDP1 CPT inconclusive.
`O=C(Nc1cccc(Cl)c1N1CCOCC1)c1cccnc1Cl` gave KAT2A inh 1%, DT40 TDP1 no CPT inconclusive and DT40 TDP1 CPT -23%.
For CCOC(=O)N1CCN(CC(=O)n2c(C)c(C)c3ccccc32)CC1 the results were KAT2A inh -1%, DT40 TDP1 no CPT inconclusive and DT40 TDP1 CPT inconclusive.
O=C1CC(c2cccc(Br)c2)C2=C(CCCC2=O)N1 (centres undefined) was read as KAT2A inh -24%, DT40 TDP1 no CPT -16% and DT40 TDP1 CPT 0%.
`Cc1ccccc1C(=O)NCC(=O)NNC(=S)NC(=O)c1ccccc1` gave KAT2A inh -2%, DT40 TDP1 no CPT -30% and DT40 TDP1 CPT -24%.
For C[n+]1ccc(/C=C/c2ccc([N+](C)(C)C)cc2)c2ccccc21 the results were DT40 TDP1 no CPT 0.16µM* and DT40 TDP1 CPT 0.14µM*.
For CCOc1ccc(CN2CCN(CCCn3cccn3)CC2CCO)cc1 (centres undefined) the results were KAT2A inh inconclusive, DT40 TDP1 no CPT -18% and DT40 TDP1 CPT -2%.
CN(C)CCNc1oc(COc2ccc(Cl)cc2)nc1C#N was read as KAT2A inh 1%, DT40 TDP1 no CPT -25% and DT40 TDP1 CPT -10%.
Cc1cccc(C(=O)NNC(=O)c2ccc3ccccc3c2)c1 was read as DT40 TDP1 no CPT 6% and DT40 TDP1 CPT -6%.
COc1ccc(CNC(=O)C2CCN(S(=O)(=O)c3cccc4nonc34)CC2)cc1 was read as KAT2A inh -8%, DT40 TDP1 no CPT 0% and DT40 TDP1 CPT 4%.
Screening COc1ccc(NC(=O)CSc2ccc3nc(-c4ccccc4)cn3n2)c(OC)c1 returned KAT2A inh 1%, DT40 TDP1 no CPT 9.2µM* and DT40 TDP1 CPT 12µM*.
`CC(C)c1cc(C(=O)OCC(=O)NC2CC2)c(O)c(C(C)C)c1` gave DT40 TDP1 no CPT inconclusive and DT40 TDP1 CPT inconclusive.
COc1ccc(CCNC(=O)c2cc(-c3ccccn3)nc3ccccc23)cc1 was read as KAT2A inh -1%, DT40 TDP1 no CPT inconclusive and DT40 TDP1 CPT inconclusive.
`Cc1nnc(SCc2nnc(-c3cccs3)o2)n1C` gave KAT2A inh 0%, DT40 TDP1 no CPT 10% and DT40 TDP1 CPT 2%.
Screening Cc1ccc2[nH]c(-c3ccccc3)c(CN(C)C)c(=O)c2c1 returned KAT2A inh 3%, DT40 TDP1 no CPT -10% and DT40 TDP1 CPT -1%.
Screening O=C(CSc1nnc(NC(=O)c2ccccc2F)s1)NC1CC1 returned KAT2A inh 0%, DT40 TDP1 no CPT 12% and DT40 TDP1 CPT 2%.
Cn1c(C(O)c2ccc(Br)cc2)nc(Cl)c1Cl (centres undefined) was read as KAT2A inh -8%, DT40 TDP1 no CPT -29% and DT40 TDP1 CPT 1%.
CSCCC(C)N1CCC(Oc2ccc(C(=O)NCc3ccccn3)cc2)CC1 (centres undefined) was read as DT40 TDP1 no CPT -5% and DT40 TDP1 CPT -20%.
COc1ccccc1C(=O)OCc1cc(=O)n2nc(C3CCCCC3)sc2n1 was read as KAT2A inh -7%, DT40 TDP1 no CPT inconclusive and DT40 TDP1 CPT -10%.
For O=C1c2ccccc2NC(c2cccs2)N1NS(=O)(=O)c1ccccc1 (centres undefined) the results were KAT2A inh 2%, DT40 TDP1 no CPT -11% and DT40 TDP1 CPT -15%.
Screening COCC(=O)N1CCCC(C(=O)c2ccc(Oc3ccccc3)cc2)C1 (centres undefined) returned KAT2A inh -3%, DT40 TDP1 no CPT 8.2µM* and DT40 TDP1 CPT inconclusive.
For Cc1ccc(S(=O)(=O)NCCC(=O)OCC(=O)Nc2ccccc2Cl)cc1 the results were KAT2A inh -16%, DT40 TDP1 no CPT -7% and DT40 TDP1 CPT -1%.
`CCn1c(SCC(=O)Nc2cc(C)on2)nnc1-c1ccccc1` gave KAT2A inh -2%, DT40 TDP1 no CPT -18% and DT40 TDP1 CPT -8%.
For Cc1cccc2c(C(=O)O)c3cccc(C)c3nc12 the results were DT40 TDP1 no CPT 2% and DT40 TDP1 CPT 19%.
For CCN(CC)c1cc(C)c2cc(NC(=O)c3ccccc3F)ccc2n1 the results were KAT2A inh -8%, DT40 TDP1 no CPT 29µM* and DT40 TDP1 CPT 21µM*.

Two entries drawn at random from those above, as already listed:
Cn1c(C(O)c2ccc(Br)cc2)nc(Cl)c1Cl (centres undefined) was read as KAT2A inh -8%, DT40 TDP1 no CPT -29% and DT40 TDP1 CPT 1%.
For Cc1cccc2c(C(=O)O)c3cccc(C)c3nc12 the results were DT40 TDP1 no CPT 2% and DT40 TDP1 CPT 19%.

Returning to the listing, repeating the 2 entries before the break.
For Cc1cccc2c(C(=O)O)c3cccc(C)c3nc12 the results were DT40 TDP1 no CPT 2% and DT40 TDP1 CPT 19%.
For CCN(CC)c1cc(C)c2cc(NC(=O)c3ccccc3F)ccc2n1 the results were KAT2A inh -8%, DT40 TDP1 no CPT 29µM* and DT40 TDP1 CPT 21µM*.
Cc1cccc(C(=O)Oc2ccccc2C2C[C@]3(C)CC(=O)NC3N2C(=O)c2cccc(C)c2)c1 (some centres undefined) was read as KAT2A inh -1%, DT40 TDP1 no CPT -29% and DT40 TDP1 CPT inconclusive.
Screening COc1cccc(CC(NC(C)=O)C(=O)NC2CCN(S(=O)(=O)c3ccc4ccccc4c3)CC2)c1 (centres undefined) returned KAT2A inh -2%, DT40 TDP1 no CPT -24% and DT40 TDP1 CPT -28%.
Screening CCCC(=O)n1nc(-c2ccccc2)nc1SC returned KAT2A inh -12%, DT40 TDP1 no CPT -28% and DT40 TDP1 CPT -8%.
Cc1cccc(-c2nc3cc(NC(=O)COc4ccccc4F)ccc3o2)c1 was read as KAT2A inh -2%, DT40 TDP1 no CPT -9% and DT40 TDP1 CPT -3%.
`Cc1ccc(C2=NN(C(=O)CCl)C(c3cccs3)C2)o1` (centres undefined) gave KAT2A inh -20%, DT40 TDP1 no CPT 2.6µM* and DT40 TDP1 CPT 2.1µM*.
For O=C(c1ccncc1)N1CCC2(CCCN(Cc3ccncc3)C2)CC1 the results were KAT2A inh 13%, DT40 TDP1 no CPT -12% and DT40 TDP1 CPT 4%.
COc1ccccc1N(C)S(=O)(=O)c1ccc(C(=O)N2CCCc3ccccc32)cc1 was read as KAT2A inh -13%, DT40 TDP1 no CPT 23µM* and DT40 TDP1 CPT 21µM*.
O=C(c1ccccn1)N(Cc1ccco1)C1(C(=O)Nc2ccc(Br)cc2)CCCCC1 was read as DT40 TDP1 no CPT 23µM* and DT40 TDP1 CPT 16µM*.
For Cn1c(=O)oc2cc(S(=O)(=O)NC(Cc3ccccc3)C(=O)N3CCCCC3)ccc21 (centres undefined) the results were KAT2A inh 1%, DT40 TDP1 no CPT -27% and DT40 TDP1 CPT -20%.
Screening N=c1n(CCN2CCCCC2)c2ccccc2n1CC(=O)c1cccc([N+](=O)[O-])c1 returned KAT2A inh -4%, DT40 TDP1 no CPT 18µM* and DT40 TDP1 CPT inconclusive.
For COc1cc2[nH]c(C(=O)N3CCN(c4ccccc4F)CC3)cc2c(OC)c1OC the results were KAT2A inh -3%, DT40 TDP1 no CPT inconclusive and DT40 TDP1 CPT inconclusive.
For CC1(c2ccc(OC(F)F)cc2)NC(=O)N(CC(=O)N2c3ccccc3NC(=O)C2(C)C)C1=O (centres undefined) the results were KAT2A inh -3%, DT40 TDP1 no CPT -14% and DT40 TDP1 CPT -24%.
For Cc1ccc(S(=O)(=O)Nc2cc(C)c(O)cc2C)cc1 the results were KAT2A inh -17%, DT40 TDP1 no CPT inconclusive and DT40 TDP1 CPT inconclusive.
For CC(=O)Nc1ccccc1-c1nc(CNC(=O)c2ccc(-c3ccccc3F)cc2)c(C)o1 the results were DT40 TDP1 no CPT -7% and DT40 TDP1 CPT 11%.
Screening COc1ccc(-c2c3c(=O)n(C)c(=O)n(C)c3cn2-c2ccccc2)cc1 returned KAT2A inh -10%, DT40 TDP1 no CPT 13µM* and DT40 TDP1 CPT 26µM*.

A section from the list above, as a working copy:
Cc1cccc(C(=O)Oc2ccccc2C2C[C@]3(C)CC(=O)NC3N2C(=O)c2cccc(C)c2)c1 (some centres undefined) was read as KAT2A inh -1%, DT40 TDP1 no CPT -29% and DT40 TDP1 CPT inconclusive.
Screening COc1cccc(CC(NC(C)=O)C(=O)NC2CCN(S(=O)(=O)c3ccc4ccccc4c3)CC2)c1 (centres undefined) returned KAT2A inh -2%, DT40 TDP1 no CPT -24% and DT40 TDP1 CPT -28%.

Continuation:
Screening O=C(CSc1nncs1)Nc1ccc2[nH]c(=O)[nH]c2c1 returned KAT2A inh -4%, DT40 TDP1 no CPT 3% and DT40 TDP1 CPT 3%.
`COC(=O)c1cc2c(ccc3ccccc32)oc1=O` gave DT40 TDP1 no CPT inconclusive and DT40 TDP1 CPT -17%.
C(#Cc1ccccc1)CN1CCOCC1 was read as KAT2A inh -2%, DT40 TDP1 no CPT 1% and DT40 TDP1 CPT 8%.
For CCN(CC(=O)Nc1ccccc1C(=O)Nc1ccccc1)Cc1nc2ccccc2c(=O)[nH]1 the results were KAT2A inh -6%, DT40 TDP1 no CPT -1% and DT40 TDP1 CPT 11%.
`COc1ccc(CN(C(=O)c2snc(C(N)=O)c2N)C(C(=O)NC2CCCC2)c2ccc(OC)cc2)cc1` (centres undefined) gave KAT2A inh -9%, DT40 TDP1 no CPT inconclusive and DT40 TDP1 CPT inconclusive.
`O=C(N/N=C/c1ccc(OC(=O)c2ccccc2Cl)cc1)c1ccccn1` gave KAT2A inh -1%, DT40 TDP1 no CPT -20% and DT40 TDP1 CPT -2%.
COc1cc(C#N)ccc1OCC(=O)Nc1cccc(S(=O)(=O)N2CCCC2)c1 was read as KAT2A inh -11%, DT40 TDP1 no CPT inconclusive and DT40 TDP1 CPT inconclusive.
For CCCc1cc(=O)oc2cc(C)c3c(C(C)(C)C)coc3c12 the results were KAT2A inh -9%, DT40 TDP1 no CPT inconclusive and DT40 TDP1 CPT inconclusive.
For CCOC(=O)c1cc2cc(F)ccc2nc1C the results were KAT2A inh 1%, DT40 TDP1 no CPT -24% and DT40 TDP1 CPT -13%.
COc1ccccc1N1CCN(CC(=O)Nc2ccc3c(c2)OCCO3)CC1 was read as KAT2A inh -4%, DT40 TDP1 no CPT 15% and DT40 TDP1 CPT 9%.
`CCCc1ccc(OC(=O)c2sc3ncn(Cc4cccc(F)c4)c(=O)c3c2C)cc1` gave KAT2A inh -4%, DT40 TDP1 no CPT inconclusive and DT40 TDP1 CPT -23%.
Screening CCCCc1cc(=O)oc2cc(C)cc(OC(C)C(=O)O)c12 (centres undefined) returned KAT2A inh -13%, DT40 TDP1 no CPT inconclusive and DT40 TDP1 CPT 3%.
Screening O=C1c2ccccc2[C@@H]2C[C@@H](O)[C@H](Nc3cccc(C(F)(F)F)c3)CCN12 returned KAT2A inh 2%, DT40 TDP1 no CPT inconclusive and DT40 TDP1 CPT 23µM*.
For CCOC(=O)c1cnc(SC2CC(=O)N(c3ccc(C)cc3)C2=O)nc1N (centres undefined) the results were DT40 TDP1 no CPT 4.1µM* and DT40 TDP1 CPT 3.3µM*.
Cc1ccccc1C(=O)N1CCC(C(=O)Nc2cccc(F)c2)CC1 was read as KAT2A inh -1%, DT40 TDP1 no CPT -1% and DT40 TDP1 CPT -2%.
For Cc1cc(=O)oc2cc(OC(C)C(=O)NCC3CCC(C(=O)O)CC3)ccc12 (centres undefined) the results were KAT2A inh -13%, DT40 TDP1 no CPT -5% and DT40 TDP1 CPT 11%.
`COc1cccc(/C=C2\SC(=S)N(NS(=O)(=O)c3ccccc3)C2=O)c1OC` gave KAT2A inh 0%, DT40 TDP1 no CPT 0% and DT40 TDP1 CPT inconclusive.

Source: PubChem BioAssay

Only part of the results is shown; rates above refer to the full screens.
